mcGAS lum: mouse cGAS inhibition by luminescence; AID 1259399; recombinant cGAS, Kinase-Glo ATP depletion luminescence; hit rate 0.15% among 160,000; inhibition, % at 12.5 µM;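 also: 0% = negative control wells and 100% = reference inhibitor with no enzyme activity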
NPYLR7 ag: activates Aedes aegypti NPYLR7 receptor | AID 1259423 | hit rate 0.15% among 270,000 | HEK293T NPYLR7/Galpha15, GCaMP6s calcium fluorescence | activation, % at 10 µM; in the data active = activation above about 40%;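 also: 0% = vehicle and 100% = reference agonist at the receptor; some compounds past the cut are filed as inactive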
hcGAS lum: inhibitors of human cGAS; AID 1259398; hit rate 0.081% among 290,000; inhibition, % at 12.5 µM; recombinant h-cGAS, ATP depletion, Kinase-Glo luminescence;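 also: 0% = vehicle reaction and 100% = reaction without DNA for no activity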
Target sequence (Q8N884 whole entry, looked up): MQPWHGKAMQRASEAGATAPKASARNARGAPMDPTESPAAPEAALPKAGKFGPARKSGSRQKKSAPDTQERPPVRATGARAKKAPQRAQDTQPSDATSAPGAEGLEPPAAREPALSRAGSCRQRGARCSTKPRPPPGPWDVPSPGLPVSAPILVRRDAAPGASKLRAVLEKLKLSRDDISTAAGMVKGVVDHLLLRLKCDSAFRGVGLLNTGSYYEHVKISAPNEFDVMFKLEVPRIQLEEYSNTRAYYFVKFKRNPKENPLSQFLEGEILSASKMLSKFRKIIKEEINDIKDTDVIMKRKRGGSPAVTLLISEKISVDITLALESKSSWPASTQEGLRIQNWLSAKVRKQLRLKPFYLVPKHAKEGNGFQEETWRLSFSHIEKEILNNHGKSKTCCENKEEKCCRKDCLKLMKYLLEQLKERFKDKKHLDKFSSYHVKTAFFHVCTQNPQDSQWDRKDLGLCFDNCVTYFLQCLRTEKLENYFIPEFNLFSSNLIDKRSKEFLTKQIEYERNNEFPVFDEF
* = called active by the depositor; / = no result given; & = joins results of further samples. Rule as the data show it, unless noted: active = inhibition above about 40%; inactive = the rest. Not a hit list, and some 0.29% of all compounds hit somewhere here.

Value order: mcGAS lum	NPYLR7 ag	hcGAS lum
1	Cc1noc(C)c1CNC(=O)C1(c2cccc(F)c2)CCCC1
→ /	2	-15
2	Cc1oc(C(C)C)cc1C(=O)N1CCn2c(C(N)=O)cnc2C1
→ /	9	-7
3	O=C(c1cc(=O)c(OCc2ccccc2)co1)N1CCN(c2ccccc2)CC1
→ /	0	-6
4	O=C(NC1CCN(Cc2ccccc2)C1)C1CCCCC1C(=O)N1CCc2c([nH]c3ccccc23)C1 (stereo unspecified)
→ /	-9	-2
5	O=C(CCOc1ccccc1)N1CCC2(CCCN(CCc3ccccc3)C2)C1 (stereo unspecified)
→ -10	15	-9
6	Cc1ccc(CNC(=O)Cn2nc(-c3ccco3)c3sc(N4CCCC4)nc3c2=O)cc1
→ -7	-4	-2
7	CC(C)NC(=O)C1(C)CCN1C(=O)c1ccc2c(c1)OCO2 (stereo unspecified)
→ -5	1	-6
8	CCNc1nc(NC(C)CC)nc(Oc2ccc(C(=O)OCC(=O)OC)cc2)n1 (stereo unspecified)
→ -8	2	-4
9	Cc1cccc(NC(=O)c2cccc([N+](=O)[O-])c2)n1
→ -4	11	-18
10	CCc1ccc(NC(=O)c2cc(-c3cccc(OC)c3)nc3ccccc23)cc1
→ -8	4	-9
11	O=C(C=Cc1ccc2c(c1)OCCO2)c1cc(Br)ccc1O
→ 1	-4	-4
12	CC(=O)NCc1ccc(S(=O)(=O)N(C)c2ccccc2)s1
→ /	0	-15
13	Cn1ccnc1C(=O)N1CCCC(CN2CCOCC2)CC1 (stereo unspecified)
→ -3	/	0
14	O=C(NCCc1ccccn1)c1ccc(CSc2nc(N3CCN(c4ccccc4Cl)CC3)cc(C(F)(F)F)n2)o1
→ -5	12	-9
15	COCc1n[nH]c(=S)n1-c1ccccc1
→ /	-1	0
16	O=C(COC(=O)C12CC3CC(CC(Br)(C3)C1)C2)NC1CC1
→ 0	2	-7
17	CCSc1nnc2c(n1)OC(c1cc3c(cc1Cl)OCO3)Nc1ccccc1-2 (stereo unspecified)
→ -3	6	2
18	COc1cccc(CN2CCN(Cc3ccc4c(NC(C)=O)cccc4n3)CC2CCO)c1 (stereo unspecified)
→ /	5	5
19	COc1ncccc1-c1ncccc1NC(=O)C(C)C
→ /	2	-6
20	Cc1nc(N2CCN(C)CC2)sc1C(=O)N(C)C
→ /	14&0	-11&-1
21	Cn1cc([C@@H]2CN(C(=O)CCN3CCCO3)C[C@@H]2CC(=O)O)nn1
→ 0	/	6
22	Cc1cc(S(=O)(=O)n2ccnc2)c(Cl)cc1Cl
→ -3	0&16	5&-1
23	O=C(Nc1c[nH]ccc1=O)c1ccc(SCc2ccccc2)cc1
→ /	13	-11
24	CCN(CC)C(=O)Oc1ccc2c(ccn2Cc2ccc(Cl)cc2)c1NC(=O)[C@H](C)OC(C)=O
→ -6	-2	-8
25	C=C(C)COc1ccc(-c2nc(N)ncc2Oc2ccccc2OC)c(O)c1
→ -7	3	-9
26	CC(C)c1noc(-c2ccc(N3CCCCC3CC(N)=O)nc2)n1 (stereo unspecified)
→ /	8	-8
27	O=C(O)CC1NC(=O)NC1=O (stereo unspecified)
→ 1	-3	7
28	C1=CCN(c2ccc(CNCc3csc4ccccc34)cc2)C1
→ /	12	-9
29	CCOc1ccccc1N1CCN(C(=O)c2cc(-c3ccccc3F)n3nc(C(C)(C)C)cc3n2)CC1
→ -10&-4	-7&19	-12&-1
30	COc1cc2c(cc1OC)C(=O)NC1(CCSCC1)N2
→ /	6	-6
31	CC(SC1=NCCS1)C(=O)Nc1ccc(F)cc1 (stereo unspecified)
→ /	2	-16
32	CCC(NC(=O)CCc1c(C)nc(SC)nc1C)c1ccc(Cl)cc1 (stereo unspecified)
→ -3	-2	-3
33	COc1ccc2c(c1)CCN2C(=O)Nc1ccc(N2CCCC2)nc1
→ /	5	-3
34	Cc1ccc(-c2csc3ncnc(N4CCCC(O)C4)c23)cc1C (stereo unspecified)
→ /	-7	-12
35	CC(C)(C)NC(=O)N1CCn2cccc2C1c1ccc(Cl)cc1Cl (stereo unspecified)
→ /	6	1
36	CCOC(=O)C1(NC(=O)c2ccc(-n3cnnc3)cc2)CCC1
→ 0	3	1
37	CN(Cc1ccco1)C(=O)C1Cc2cc(C(F)(F)F)ccc2N2CCN(c3ccccc3C#N)CC12 (stereo unspecified)
→ 0	/	-2
38	CC(C)c1ncc(S(=O)(=O)N2CCc3ccccc3CC2)[nH]1
→ /	0&3	-6&-11
39	CCn1c(C)cc(C(=O)CSc2nnc(NC3CC3)s2)c1C
→ /	6	-4
40	CCOC(=O)C1(CCOC)CCN(Cc2c(C)n(C)n(-c3ccccc3)c2=O)CC1
→ /	-1	-1

Sorted by heavy-atom count (smallest number first): three of the compounds above
Value order: mcGAS lum	NPYLR7 ag	hcGAS lum
31	CC(SC1=NCCS1)C(=O)Nc1ccc(F)cc1 (stereo unspecified)
→ /	2	-16
39	CCn1c(C)cc(C(=O)CSc2nnc(NC3CC3)s2)c1C
→ /	6	-4
34	Cc1ccc(-c2csc3ncnc(N4CCCC(O)C4)c23)cc1C (stereo unspecified)
→ /	-7	-12

More records:
Value order: mcGAS lum	NPYLR7 ag	hcGAS lum
41	O=C(COCc1ccccc1)NCCNc1nc(-c2cccs2)nc2cc(Cl)ccc12
→ -4	21	-4
42	NC(c1cc(Cl)cc([N+](=O)[O-])c1O)P(=O)(O)O (stereo unspecified)
→ /	-4	0
43	COCC(=O)N[C@H]1CC[C@]2(C)CCC([C@H](C)C(=O)N3CCC(Cc4ccccc4)CC3)[C@H](O)[C@H]2[C@@H]1C (stereo partly specified)
→ -6	-9	-4
44	Cc1cc(OC(=O)c2c(F)cccc2F)c([N+](=O)[O-])c(=O)[nH]1
→ -5	20	0
45	Cc1cccc(-n2nc(C)c(C(=O)NCC(C)C)c2C(C)C)c1
→ -7	-5	-6
46	CC(=O)Nc1ccc(S(=O)(=O)NCCc2sc3nc(-c4ccc(Cl)cc4)nn3c2C)cc1
→ -8	0	-6
47	O=C(NCc1ccn[nH]1)C(=O)Nc1ccc(Br)cc1Cl
→ /	-1	-2
48	O=C(CSc1ncnc2c1nnn2Cc1ccccc1)NC1CCCCC1
→ -5	5	-5
49	Cc1ccc(-n2c(SCCC(N)=O)nnc2-c2ccncc2)cc1
→ /	0	-1
50	CN1CCN(C(CC(=O)Nc2ccc(Nc3ccccc3)cc2)C(=O)O)CC1 (stereo unspecified)
→ -8	-3	-5
51	C=C(C)Cn1c(N=Nc2c(O)[nH]c3ccc(Br)cc23)nc2c1c(=O)n(C)c(=O)n2C
→ -6	3	-4
52	COc1cc(NC(=O)Nc2c(C)nc3c(C)cccn3c2=O)cc(OC)c1OC
→ -1	-2	-2
53	CCC1(C2CCN(C(=O)[C@H]3C[C@@H]4C=C[C@H]3C4)CC2)NC(=O)N(Cc2ccc3c(c2)OCO3)C1=O (stereo partly specified)
→ -10	10	-8
54	CCc1cc2c(SCC(=O)c3cc(Cl)sc3Cl)ncnc2s1
→ -8	15	-7
55	c1ccc(CNc2ncccc2CN2CCNCC2)cc1
→ -2	1	-6
56	CCn1c(=NC(=O)c2ccccc2)sc2cccc(Cl)c21
→ 2	-10	1
57	CCOC(=O)c1c(C)[nH]sc1=S
→ /	13	-1
58	Cc1sc(N(CC(=O)O)c2ccccc2)nc1-c1ccccc1
→ -1	0	4
59	CNC(=O)c1cccc(CNC(=O)Cn2ccc(=O)n(C)c2=O)c1
→ /	9	-5
60	Cc1cn2c(CCC(=O)O)csc2n1
→ /	-2	-1
61	Cc1ccc(NC(=O)CC(=O)NCc2cnc3c(C)cccn23)cc1
→ -17	3	-4
62	CS(=O)(=O)c1cnc(NCCN2CCCCC2)nc1C1CCCNC1 (stereo unspecified)
→ -6	/	-10
63	COc1ccc(OC)c(C(=O)N2CCN(C)Cc3ccccc32)c1
→ /	9	-3
64	COc1ccc(O)c(C(=O)c2cc(Cl)c3nc4cc(OC)c(OC)cc4c(=O)n3c2)c1
→ -6	0	-7
65	COc1ccc(CCN(C)S(=O)(=O)c2ccc(OC)c(N3CCN(C(=O)c4cc(Cl)cc(Cl)c4)CC3)c2)cc1OC
→ -4	28	-4
66	Nc1ccnc(N2CCC(c3[nH]ncc3-c3cccc(F)c3)CC2)n1
→ -14	8	-4
67	CCOc1ccc(N2CCN(C(=O)c3cccc(Br)c3)C(C)C2=O)cc1 (stereo unspecified)
→ /	7	1
68	Cc1cc(C)cc(CN2CCC(Cc3ccc(C(F)(F)F)cc3)CC2)c1
→ -4	-1	-4
69	CCn1cc(CN2CCN(C(C)C)C(CCO)C2)cn1 (stereo unspecified)
→ /	2	-8
70	COc1ccc(CCN(C)Cc2nc(-c3ccccn3)no2)cc1OC
→ /	5&-2	-8&5
71	Cc1ccc(CNC(=O)N2CCN(Cc3ccc(Br)s3)CC2)cc1F
→ -5	0	-8
72	OC(C#Cc1ccccc1)c1ncc(-c2ccccc2)[nH]1 (stereo unspecified)
→ /	-3	-12
73	CC(Oc1cccc(Cl)c1)C(=O)N1CCC(c2nc3ccccc3s2)CC1 (stereo unspecified)
→ -10	-2	-6
74	O=C(NCc1ccccc1)N1CCC(Cn2cc(CN3CCC(O)C3)nn2)CC1 (stereo unspecified)
→ /	19	-3
75	CC(=O)OC1C([N+]2(C)CCCCC2)C[C@H]2C3CC[C@H]4C[C@H](OC(C)=O)C([N+]5(C)CCCCC5)CC4(C)[C@H]3CCC12C (stereo partly specified)
→ /	-12	-4
76	CN1C(=O)NC(c2cccc(OCc3ccccc3)c2)C2=C1CN(Cc1cccnc1)C2=O (stereo unspecified)
→ -4	6	-3
77	CCCn1c(=O)c2c(nc3n(C(C)c4ccccc4)c(C)cn23)n(C)c1=O (stereo unspecified)
→ -9	-3	-5
78	CCN1CCN(C(=O)CCC2CCN(CC3CC=CCC3)CC2)CC1 (stereo unspecified)
→ -11	/	-6
79	C=CCN(Cc1csc(COc2ccc(OC)cc2)n1)C(=O)C(C)C
→ -3	6	0
80	CCCCOc1ccc(C(=O)Nc2c(C)nc3ccc(C)cn3c2=O)cc1
→ /	4	-16
81	Cc1cccnc1CC(C)Nc1nc(CCN)nc2ccccc12 (stereo unspecified)
→ -9	5	-6
82	O=C(c1ccc2c(c1)OCO2)c1cn(Cc2ccc(F)cc2)c2cc3c(cc2c1=O)OCO3
→ -5	4	-6
83	COc1cccc(Cc2nsc(N(CCC(=O)N3CCOCC3)Cc3ccco3)n2)c1
→ -1	-2	-3
84	Cc1ccc(-n2nnc3c(N4CCN(C(=O)CC(C)(C)C)CC4)ncnc32)cc1
→ -9	-3	-6
85	CC(Sc1nc2cc(-c3ccccc3)sc2c(=O)n1CCN1CCOCC1)C(=O)N1CCCC1 (stereo unspecified)
→ /	2	-6
86	CN(C)c1ncc(CN2CCC(CCC(=O)NCc3cccnc3)CC2)s1
→ /	8	-5
87	Cc1ccn(CC(=O)N2CCCC(Nc3ccc(F)c(F)c3)C2)n1 (stereo unspecified)
→ -11	13	-5
88	Cc1ccc(-n2nc(-c3ccccc3Cl)cc2C(=O)NCc2cccc(C(F)(F)F)c2)cc1
→ -6	-1	-3
89	CCSc1nnc(NC(=O)CSc2nc3c([nH]c4ccccc43)c(=O)n2-c2ccccc2)s1
→ -8	1	-7
90	O=c1c2ccccc2nnn1CC(O)c1ccccc1 (stereo unspecified)
→ -6	6	-5

Full records as entered above. Values in the order: mcGAS lum, NPYLR7 ag, hcGAS lum
O=C(C=Cc1ccc2c(c1)OCCO2)c1cc(Br)ccc1O across the screens: 1, -4, -4
Nc1ccnc(N2CCC(c3[nH]ncc3-c3cccc(F)c3)CC2)n1 across the screens: -14, 8, -4
O=C(c1ccc2c(c1)OCO2)c1cn(Cc2ccc(F)cc2)c2cc3c(cc2c1=O)OCO3 across the screens: -5, 4, -6
CS(=O)(=O)c1cnc(NCCN2CCCCC2)nc1C1CCCNC1 (stereo unspecified) across the screens: -6, /, -10

The list goes on.
Value order: mcGAS lum	NPYLR7 ag	hcGAS lum
91	Cc1ccc(-c2nn(CN3CCCC3C(=O)N(C)C)c(=S)n2-c2ccc(C)cc2)cc1 (stereo unspecified)
→ -2	-1	6
92	OC(COc1ccccc1)CN(Cc1ccco1)Cc1ccco1 (stereo unspecified)
→ -5	16	0
93	CCC1CN(CC(=O)NC(C2CC2)C2CC2)CCN1CC(C)O (stereo unspecified)
→ /	1	-8
94	CCCCc1ccc(C(=O)N(CC(=O)N(Cc2cccn2C)CC(C)C)C(C)CC)cc1 (stereo unspecified)
→ -4	-13	-7
95	Cc1cccnc1C1=NOC(C)C(=O)N1Cc1ccc(F)cc1 (stereo unspecified)
→ /	7	-2
96	CCOCCCN(CC(=O)c1c(C)c(C(=O)OCC)n(CC)c1C)S(=O)(=O)c1ccc(Cl)cc1
→ 1	-12	1
97	CN(Cc1cc2n(n1)CCCNC2)Cc1noc2c1CCCC2
→ /	-4	-6
98	COC(=O)CCC(=O)NCc1ccc(-c2ncc(-c3ccc(OC)cc3)[nH]2)cc1
→ -2	-4	-1
99	C1=CCC(CNCc2cccnc2N2CCN(c3ccccn3)CC2)CC1 (stereo unspecified)
→ /	2	-10
100	CCCN(Cc1c(C)nn(-c2cccc(F)c2)c1N1CCN(CC)CC1)C(=O)Nc1ccc(C)cc1C
→ -6	11	-5
101	O=C1/C(=C/c2ccsc2)CSC/C1=C/c1ccsc1
→ /	1	-4
102	CNc1nc(Nc2ccc([N+](=O)[O-])cc2)nc(OCC(F)(F)C(F)F)n1
→ -8	0	-9
103	CC(C)(C)N1C(=O)NC(=O)/C(=C\c2ccco2)C1=O
→ -6	5	-2

Screening results as filed in PubChem BioAssay.
